High-throughput results as filed in PubChem BioAssay.
MITF TRPM1 inh: inhibitors of MITF-driven TRPM1 promoter in melanoma cells | SK-MEL-5 TRPM1 promoter luciferase, 24 h | inhibition, % at 12.5 µM | 330,000 compounds, 0.83% hits;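 active means mean inhibition across replicates of 60% or more, whatever share of single replicates reaches that level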; further: values of inactives mirror those of a sister screen read the other way
Peg3 promoter: inhibitors of Peg3 promoter; 360,000 compounds, 1.7% hits; inhibition, % at 20 µM; HeLa PEG-Prom luciferase reporter, luminescence, overnight; AID 588405;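 active means inhibition of at least 50% at 20 µM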
Granule exo inh: blocks lytic granule exocytosis; TALL-104 LAMP-1 surface exposure, flow cytometry; cells stimulated with thapsigargin and PMA; inhibition, % at 10 µM; 360,000 compounds, 0.66% hits; AID 651702;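 active means inhibition above about 55%, limit read from the data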
NR2E3 ag-1: agonists of human nuclear receptor NR2E3; Q9Y5X4; GST-NR2E3/biotin-RetCOR TR-FRET, 1536-well; inhibition of corepressor binding, % at 4.78 µM; 320,000 compounds, 0.12% hits; AID 2300;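 active means percent inhibition above the cutoff of mean plus 3 SD of all tested compounds, set per screening campaign, cut at about 20% in these data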;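 further: 0% = DMSO wells and 100% = biotin wells as full block of FRET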
Target sequence (Q9Y5X4 whole entry, looked up): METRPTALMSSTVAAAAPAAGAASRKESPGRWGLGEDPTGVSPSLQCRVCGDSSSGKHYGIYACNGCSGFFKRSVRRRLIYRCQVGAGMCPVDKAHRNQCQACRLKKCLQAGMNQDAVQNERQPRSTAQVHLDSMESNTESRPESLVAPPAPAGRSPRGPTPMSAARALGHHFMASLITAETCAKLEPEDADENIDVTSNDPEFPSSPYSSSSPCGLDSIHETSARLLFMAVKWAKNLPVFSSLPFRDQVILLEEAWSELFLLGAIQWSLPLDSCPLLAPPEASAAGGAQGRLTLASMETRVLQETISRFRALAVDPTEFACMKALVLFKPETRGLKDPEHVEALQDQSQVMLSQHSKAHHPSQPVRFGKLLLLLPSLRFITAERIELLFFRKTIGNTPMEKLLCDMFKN
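System: GST-tagged NR2E3 plus biotinylated RetCOR corepressor; Amount: 1.35 nM GST-tagged NR2E3 final; Dosing: single nominal compound dose of 4.8 µM; Schedule: 5 h incubation at 4 °C; Technique: TR-FRET with europium anti-GST and streptavidin-D2, 340 nm excitation; Controls: biotin wells as high control, 0.6% DMSO wells as low control.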
aDG glyco act: alpha-DG glycosylation activation; AID 624168; Pro5-aDG cells, alpha-DG glycosylation AlphaScreen (IIH6); 0% Pro5, 100% B10-LARGE cell signal; 360,000 compounds, 0.22% hits; activation, % at 10 µM;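 active means activation of at least 8% versus controls, or a plate z-score of at least 8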;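 further: Pro5 are CHO cells carrying HIG-tagged alpha-DG that lacks glycosylation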
HIF-2a inh: HIF-2a inhibition; 786-0 RCC cells HIF-2a reporter, luciferase luminescence, overnight; inhibition, % at 18.8 µM; 360,000 compounds, 0.72% hits;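 active means inhibition of the luminescence signal of 40% or more relative to plate controls, in a single-dose primary screen at 18.75 µM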
hiPSC survival: increases survival of single human iPS cells; hiPSC single-cell survival, ATPlite luminescence; 100% = ROCK inhibitor wells, 0% = DMSO; 360,000 compounds, 0.044% hits; survival enhancement, % at 20 µM; in the data active means survival enhancement above about 18%;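 further: cells exposed to compounds for 16 hours before the ATP read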
CaV13 FRET inh: Disruptors of the CACNA1D IQ motif to Ca2+-dependent inactivation inhibitor domain association, primary screening, Förster resonance energy transfer in intact living … | AID 743397 | HEK cells, CFP/YFP FRET ICDI-IQ, plate reader, 10 min; percent FRET-ratio fall versus neutral wells | inhibition, % at 12.3 µM | 340,000 compounds, 0.098% hits;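 active means mean replicate inhibition of at least 30% and at least 1% of replicates passing that level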;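 further: 0% = median of the neutral control wells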
Vif imaging: blocks HIV Vif function; HEK293T cells, Vif self-association by quenched fluorescence, imaging, 24 h; inhibition, % at 7.49 µM; 340,000 compounds, 0.35% hits; in the data active means inhibition above about 50%, passing the limit was not always enough; further: some results filed as inactive read as strong as hits
PDI turbidity: inhibitors of human protein disulfide isomerase. P07237. PDI insulin aggregation turbidity, A650, 90 min. inhibition, % at 10 µM. 350,000 compounds, 0.052% hits. AID 588391;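 active means mean inhibition across replicates of 30% or more, whatever share of single replicates reach that level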;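 further: absorbance from insulin aggregation driven by PDI reduction with DTT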
Target sequence (P07237 whole entry, looked up): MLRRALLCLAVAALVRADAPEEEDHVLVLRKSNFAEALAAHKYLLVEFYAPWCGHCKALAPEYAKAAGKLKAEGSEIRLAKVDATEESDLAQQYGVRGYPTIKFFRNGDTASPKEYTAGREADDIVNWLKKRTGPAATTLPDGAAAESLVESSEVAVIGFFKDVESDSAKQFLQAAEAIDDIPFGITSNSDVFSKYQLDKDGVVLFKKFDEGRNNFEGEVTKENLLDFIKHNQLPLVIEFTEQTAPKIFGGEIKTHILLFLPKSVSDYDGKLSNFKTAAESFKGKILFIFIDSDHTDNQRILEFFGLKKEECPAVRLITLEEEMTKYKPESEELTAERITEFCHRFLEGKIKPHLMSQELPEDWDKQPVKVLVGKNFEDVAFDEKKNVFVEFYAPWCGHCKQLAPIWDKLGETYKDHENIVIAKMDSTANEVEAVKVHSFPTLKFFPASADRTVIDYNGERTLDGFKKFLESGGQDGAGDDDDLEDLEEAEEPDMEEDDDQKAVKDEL
NR2E3 ag-2: activates human NR2E3 receptor | Q9Y5X4 | CHO-S Gal4-NCOR/VP16-NR2E3 two-hybrid, luciferase | inhibition of corepressor binding, % at 3.98 µM | 360,000 compounds, 0.35% hits | AID 602229;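 active means inhibition above the mean of all tested compounds plus 3 SD, cut at about 70% in these data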;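 further: 0% = DMSO with NR2E3 transfected cells and 100% = cells lacking NR2E3 construct; higher means lower luciferase signal from less NR2E3 corepressor binding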
* marks the source's active call; other numbers are inactive results; . = no result given.

SMILES | MITF TRPM1 inh | Peg3 promoter | Granule exo inh | NR2E3 ag-1 | aDG glyco act | HIF-2a inh | hiPSC survival | CaV13 FRET inh | Vif imaging | PDI turbidity | NR2E3 ag-2
Cc1ccc(OCC(=O)NC(C)c2ccccc2)c([N+](=O)[O-])n1 (configuration not stated) | -2.0 | 6.5 | 1.7 | -0.5 | 0.0 | 17.9 | -0.5 | 0.7 | 15.5 | 0.9 | 4.2
CC(C)(C)C1CCC(C(=O)OCC(=O)N2CCOCC2)CC1 (configuration not stated) | -1.8 | 7.5 | -4.0 | -0.9 | 0.0 | 18.0 | -1.4 | -2.6 | 8.2 | 3.4 | 13.6
O=C(NCC1CCCO1)C1CCN(C2CCN(Cc3cccs3)CC2)CC1 (configuration not stated) | 6.1 | 10.5 | 3.1 | -0.2 | -0.1 | 14.0 | 0.8 | 1.1 | -2.3 | 0.5 | -23.6
Cc1ccc(C)c(NC(=O)c2cc(-c3cc(C)c(C)cc3O)n[nH]2)c1 | -102.2 | -107.4 | 1.2 | -2.6 | 0.1 | -155.0 | 0.0 | -3.2 | 14.6 | -0.4 | -56.7
NC(=O)NO | 4.0 | 8.7 | 1.2 | -1.9 | 0.2 | 1.4 | -1.1 | -5.2 | -2.3 | 0.9 | 5.6
CN(c1ccc(C(=O)N2CCOCC2)cc1)S(C)(=O)=O | -6.3 | 4.5 | 7.1 | 0.1 | -0.3 | 18.8 | -0.6 | -8.4 | 11.4 | 4.3 | -7.5
CC1(C)S/C(=N/N=C/c2cccs2)NC1=O | -11.3 | -26.4 | 1.7 | -1.8 | -0.1 | -48.9 | 0.6 | -1.8 | -0.5 | 6.0 | -62.1
O=C(CN1CCCC1)Nc1sc2c(c1C(=O)Nc1ccccc1)CCCC2 | -13.4 | 15.7 | 4.7 | . | 0.2 | 3.8 | 0.0 | . | 5.4 | 1.8 | -1.2
COc1cccc(N2C(=O)CC(N3CCN(CCN=CC4=C(O)CC(C)(C)CC4=O)CC3)C2=O)c1 (configuration not stated) | 4.9 | 4.7 | -2.5 | -1.6 | -0.7 | 5.3 | -0.1 | -6.7 | 20.6 | 23.6 | 4.0
O=S(=O)(NCCc1ccccc1)c1ccc(Cl)nc1 | 5.5 | 9.1 | -1.5 | -0.7 | -0.1 | 10.1 | -0.8 | -3.1 | 4.2 | -2.3 | -3.2
COc1ccc(Nc2nc3cc(C)ccc3cc2C#N)cc1 | 3.3 | 8.2 | 1.8 | 4.5 | 0.2 | -19.8 | -0.6 | -6.7 | -3.6 | 0.0 | -17.2
O=C(c1cc2ccccc2cc1O)N1CCN(c2cccc(Cl)c2)CC1 | -2.0 | 26.7 | 19.9 | 3.5 | 0.4 | 5.6 | -0.4 | -1.3 | -6.5 | -7.8 | -34.0
O=C(COC(=O)c1ccccc1NC(=O)c1ccco1)Nc1ncc(Cl)cc1Cl | 18.6 | 15.7 | 2.2 | -0.3 | 0.1 | 5.2 | 2.7 | . | -2.6 | -5.0 | -25.3
Cc1ccccc1OCC(=O)Nc1cccc(S(=O)(=O)NC2=NCCC2)c1 | -31.7 | -61.0 | 6.1 | 2.4 | 0.4 | -100.1 | -0.5 | -6.8 | -2.0 | -0.4 | -16.6
O=C(Nc1cccc(Cl)c1Cl)c1ccc(-c2ccccc2)cc1 | -15.9 | -162.2 | -1.3 | 2.7 | -0.2 | -174.4 | -4.3 | . | 21.5 | 13.0 | -46.3
CS(=O)(=O)N(CC(=O)N1CCN(Cc2ccccc2)CC1)c1cccc([N+](=O)[O-])c1 | 0.7 | 14.9 | -9.6 | -0.7 | -0.2 | 15.8 | 0.3 | -2.7 | 8.2 | -3.1 | -35.6
C(=N\Nc1nncc2ccccc12)/c1ccccc1 | -31.4 | -109.9 | -3.5 | 0.7 | 0.0 | -242.9 | -1.0 | -3.9 | 10.5 | -2.8 | -112.2
COC(=O)c1ccc(/C=C(\C#N)c2ccccn2)cc1 | -107.5 | -327.4 | 0.6 | 1.2 | 0.7 | -343.5 | 0.2 | 1.7 | 7.3 | 0.8 | -81.2
CCOc1ccccc1NC(=O)C(C)CC (configuration not stated) | 5.8 | 14.9 | 1.7 | -3.0 | 0.2 | 14.0 | -0.1 | -6.0 | 1.0 | 2.2 | -22.5
Cc1nnc(SCC(=O)NNC(=O)CC#N)[nH]c1=O | -3.2 | 1.6 | -2.0 | -0.4 | -0.4 | 4.8 | -1.5 | -3.5 | -2.4 | 0.3 | -14.8
CCOc1ccc(OCC)c(NC(=O)c2ccc(CNc3c(N4CCOCC4)c(=O)c3=O)cc2)c1 | 1.4 | 6.8 | -2.6 | 3.1 | -0.4 | 7.8 | 0.5 | -6.6 | . | -1.4 | -9.8
Cc1nn(Cc2ccc(F)cc2)c(C)c1NC(=O)c1cc(-c2ccco2)on1 | 5.9 | 18.3 | -1.5 | -2.8 | 0.1 | 5.5 | 2.2 | -8.4 | 13.6 | -4.6 | 4.2
C=CCNc1nc(Nc2ccc(-c3nc4ccccc4o3)cc2)nc(N2CCOCC2)n1 | -13.5 | 44.4 | 3.1 | -1.5 | -0.1 | -35.6 | -2.1 | -9.4 | -0.7 | 2.1 | 11.3
CCCNC(=O)c1onc(CSc2ccc(F)cc2)c1C(=O)NC(C)C | 4.7 | 14.0 | 0.0 | 2.6 | -0.2 | 13.5 | -0.7 | -5.1 | -4.1 | -0.3 | -2.1
COc1ccc(/C=N/NC(=O)c2ccc(CN3C(=O)c4cccc5cccc3c45)cc2)cc1O | 3.4 | 10.4 | 0.8 | 0.7 | -0.2 | -9.2 | -1.2 | -5.9 | 3.0 | 1.7 | -5.5

Part of the list above with just hiPSC survival and Granule exo inh:
compound,hiPSC survival,Granule exo inh
CN(c1ccc(C(=O)N2CCOCC2)cc1)S(C)(=O)=O,-0.6,7.1
O=C(Nc1cccc(Cl)c1Cl)c1ccc(-c2ccccc2)cc1,-4.3,-1.3

Following part.
SMILES | MITF TRPM1 inh | Peg3 promoter | Granule exo inh | NR2E3 ag-1 | aDG glyco act | HIF-2a inh | hiPSC survival | CaV13 FRET inh | Vif imaging | PDI turbidity | NR2E3 ag-2
COc1ccc(C2C(C(=O)N3CCN(C)CC3)c3cc(OC)c(OC)cc3C(=O)N2C)cc1 (configuration not stated) | 2.1 | 20.6 | -2.7 | -0.3 | 0.1 | -2.7 | -0.5 | -6.0 | 2.4 | 4.0 | -6.9
Cc1cc(C)nc(NC(=S)NC(=O)c2ccccc2F)n1 | . | -52.2 | 0.1 | -0.2 | 0.5 | -82.9 | -0.4 | -19.9 | 6.5 | 5.6 | -16.1
O=C1c2cccc3c(N4CCCCC4)ccc(c23)C(=O)N1CCO | -60.7 | -200.4 | 29.7 | 4.7 | 0.3 | -158.2 | 5.0 | -20.7 | . | 14.3 | -60.9
Cc1[nH]n(S(=O)(=O)c2ccccc2)c(=O)c1N=Nc1cccc(Cl)c1 | 8.5 | 7.9 | 2.6 | -2.7 | 0.0 | -2.4 | -0.4 | -3.4 | -3.2 | -20.1 | 8.4
CCOc1ccccc1N(CC(=O)Nc1ccc(OC)cc1OC)S(=O)(=O)c1ccccc1 | 9.4 | 28.7 | 34.0 | 5.5 | 0.0 | 26.6 | 0.3 | -5.0 | -3.0 | -4.5 | -1.7
COc1ccccc1OCCOc1ccc(/C=C2/C(=N)N3OC(C)=CC3=NC2=O)cc1OC | 1.8 | 47.7 | -2.5 | 0.0 | -0.1 | 0.0 | -1.2 | -8.9 | 5.2 | 6.5 | -20.7
Clc1ccc(OCc2nnc(SCCN3CCCCC3)n2Cc2ccco2)cc1 | 1.6 | 15.3 | -6.3 | -5.3 | 0.1 | 9.8 | 0.8 | -4.5 | -0.2 | -0.3 | -1.5
O=C(CC(=O)NCc1ccc(Cl)cc1)NCc1ccc(Cl)cc1 | -6.7 | 5.7 | -0.4 | 2.4 | 0.1 | 24.4 | -0.3 | -2.7 | -9.4 | 0.0 | -9.0
CS(=O)(=O)N1Cc2ccccc2CC1C(=O)OCC(=O)NCCc1ccc(S(N)(=O)=O)cc1 (configuration not stated) | -2.8 | -2.6 | 6.7 | . | -0.1 | -1.4 | -1.4 | -6.0 | 6.8 | 0.4 | -11.1
Cc1c(NS(=O)(=O)c2cccc(C(=O)NCc3ccco3)c2)c(=O)n(-c2ccccc2)n1C | -0.1 | 8.6 | 1.4 | . | 0.6 | -0.1 | 0.0 | -2.5 | 28.5 | 1.1 | 2.4
CCOC1=C2CN(S(=O)(=O)c3ccc(C)cc3)[C@H](c3cccc4ccccc34)C[C@H]2C(C#N)(C#N)C(C#N)(C#N)C1 | . | 51.7* | 41.1 | . | 1.2 | 14.9 | -1.4 | . | 3.9 | . | -19.2
COc1cccc(OC)c1C(=O)Nc1nc(-c2ccccc2)cs1 | -3.5 | -9.2 | -1.6 | 4.6 | 0.1 | -12.0 | -0.6 | 16.4 | -1.5 | -5.6 | -0.9
Cc1cccc(NC(=O)CSCC(=O)NCc2ccco2)c1 | -12.0 | -0.2 | 3.3 | 1.1 | 0.0 | 3.5 | -0.1 | . | 25.9 | -4.8 | -15.1
COc1ccc(Cl)cc1Cn1c(C)c(C(=O)NCc2ccc3c(c2)OCCO3)sc1=O | . | 24.4 | -0.8 | . | -0.3 | -8.2 | 0.3 | 7.9 | 2.9 | -5.4 | 24.6
COc1ccc(C(CC(=O)O)N2Cc3ccccc3C2=O)cc1 (configuration not stated) | -11.2 | 5.6 | -6.6 | 1.0 | 0.1 | 15.2 | -0.8 | -6.7 | -6.6 | 7.5 | -17.5
CC1CC(C)CN(CC(=O)c2c[nH]c3ccccc23)C1 (configuration not stated) | 7.3 | 5.6 | 3.1 | -0.2 | 0.0 | 1.7 | 0.7 | -2.0 | 13.3 | -5.2 | -1.1
CCCSCCCNC(=O)Cn1c(=O)c2cccn2c2ccccc21 | 11.7 | 11.3 | 10.1 | -0.4 | 0.1 | 10.9 | 0.8 | -3.1 | -6.7 | 3.6 | -2.5
COc1cccc(C(=O)COc2ccc3ccc(=O)oc3c2)c1 | -15.7 | -37.7 | 2.9 | -5.0 | 1.1 | 4.7 | -0.1 | -3.2 | 4.7 | 0.2 | -16.0
CC1(C(=O)O)CCC(C(=O)NCCc2ccccc2)C1(C)C (configuration not stated) | 0.5 | 8.3 | -3.1 | 5.6 | 0.3 | 3.6 | -0.1 | -6.5 | 0.9 | 9.7 | 7.3
Cc1nn(CC2CC2)c(=O)n1-c1ccc(Oc2ccccc2)cc1 | 4.0 | -57.3 | 1.1 | 1.2 | 0.1 | 1.0 | -0.2 | -5.0 | -4.6 | 2.1 | -47.8
CC(=O)Oc1cccc2c1C(=O)C1CC=CC(OC(C)=O)C1C2=O (configuration not stated) | -0.8 | -92.5 | -5.6 | . | 0.6 | -32.5 | 3.8 | -2.1 | 0.5 | 1.9 | -43.2
Cc1ccc(/C(O)=C2\C(=O)C(=O)N(C)C2c2ccccc2)cc1 (configuration not stated) | . | 7.0 | -1.8 | . | -0.2 | 12.8 | 2.6 | -4.7 | -4.4 | 4.8 | -10.4
